Compound activity from PubChem.
Tau fibril FP = qHTS for Inhibitors of Tau Fibril Formation, Fluorescence Polarization. K18 P301L tau heparin fibrillization, Alexa594 FP, 6 h. actives 0.39% (n = 280,000). AID 1468, 2008. Microtubule-associated protein tau (Homo sapiens), P10636. Potency, µM (highest dose often 57.7 µM), without a hit: top-dose activity, negative = inhibition, usual class: inhibitors; note: % is set by controls: 0 for no effect and ±100 for the full control effect; nearly all actives have a fitted effect of over 55% in size
Target sequence (P10636 561-689 P618L limits assumed): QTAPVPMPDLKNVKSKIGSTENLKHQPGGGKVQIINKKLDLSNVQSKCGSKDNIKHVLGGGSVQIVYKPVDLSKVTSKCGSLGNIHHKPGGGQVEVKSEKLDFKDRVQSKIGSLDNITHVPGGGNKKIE
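Human tau K18 […] P301L fragment, 15 uM unlabeled plus 0.24 uM Alexa 594-labeled tau (final), with compound and 20 uM heparin in 100 mM sodium acetate pH 7; 6 hr at 37 C, then Alexa 594 FP read.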
Tau fluor cs = Counterscreen qHTS for Inhibitors of Tau Fibril Formation, Fluorescence Polarization | tau K18 P301L Alexa594 fluorescence, heparin fibrillization | Potency, µM (highest dose often 57.7 µM), for inactives: at the highest dose activity change, negative = decrease | actives 0.93% (n = 280,000) | AID 1463, 2008; note: % is set by controls: 0 for no effect and ±100 for the full control effect; nearly all actives have a fitted effect of over 55% in size
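Human tau K18 P301L (15 uM unlabeled, 0.24 uM Alexa 594-labeled) in 100 mM sodium acetate pH 7 with 20 uM heparin, 6 hr at 37 C. ThT 30 uM added, 1 hr ambient; Alexa 594 FP and total fluorescence read at 555/632 nm.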
L3MBTL1 inh = qHTS Assay for the Inhibitors of L3MBTL1 | Lethal(3)malignant brain tumor-like protein 1 (Homo sapiens), Q9Y468 | AlphaScreen L3MBTL1–H3K9me1 peptide binding | Potency, µM (doses to about 57.1 µM), for the others: at the highest dose activity, negative = inhibition, actives largely listed as inhibitors | actives 0.66% (n = 230,000) | AID 485360, 2010; note: % is set by controls: 0 for no effect and ±100 for the full control effect; nearly all actives have a fitted effect of over 60% in size
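L3MBTL1 (50 nM) pre-complexed 30 min with biotinylated H3(1-15)K9me1 peptide (75 nM), then compounds added for 30 min at room temperature; AlphaScreen streptavidin donor/nickel chelate acceptor beads (10 ug/mL final) read after 30 min dark incubation.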
TRb SRC2 PPI = qHTS for Inhibitors of the Interaction of Thyroid Hormone Receptor and Steroid Receptor Coregulator 2 | Thyroid hormone receptor beta (Homo sapiens), P10828 | AID 1469, 2008 | actives 0.065% (n = 280,000) | Potency, µM (titrated, usually from 106 µM), without a hit: top-dose activity change, negative = inhibition, usual class: inhibitors | TRbeta-SRC2 peptide binding, fluorescence polarization; receptor liganded with 1 µM T3;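 note: plate controls were bound peptide for no effect and peptide without receptor for full effect; nearly all actives have a fitted effect of over 50% in size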
Target sequence (P10828 whole entry, looked up): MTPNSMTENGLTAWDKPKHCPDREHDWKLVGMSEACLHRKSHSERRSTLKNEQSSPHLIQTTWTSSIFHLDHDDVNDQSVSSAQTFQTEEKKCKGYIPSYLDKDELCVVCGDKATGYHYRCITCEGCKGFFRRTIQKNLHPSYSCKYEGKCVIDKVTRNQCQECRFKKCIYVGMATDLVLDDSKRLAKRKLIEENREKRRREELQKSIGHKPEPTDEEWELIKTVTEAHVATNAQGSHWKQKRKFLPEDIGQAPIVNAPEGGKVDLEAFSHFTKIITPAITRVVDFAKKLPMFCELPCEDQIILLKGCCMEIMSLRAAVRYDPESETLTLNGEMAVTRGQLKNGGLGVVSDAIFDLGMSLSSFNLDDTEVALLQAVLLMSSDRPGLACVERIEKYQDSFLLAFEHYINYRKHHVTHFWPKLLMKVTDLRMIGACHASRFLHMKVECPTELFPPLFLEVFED
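Compounds were added to 0.6 uM TRb ligand-binding domain and 20 nM Texas Red-labeled SRC2 peptide in Tris buffer containing 1 uM T3, incubated 5 hr at ambient temperature, then read by fluorescence polarization.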
HTT ATP protect = qHTS Multiplex Assay to Identify Dual Action Probes in a Cell Model of Huntington: Cytoprotection (ATP). PC12 HTT-Q103 induced, cytoprotection, ATP luminescence, 40 h. Potency, µM (doses to about 56.4 µM), for inactives: cytoprotection (ATP increase), hits mostly activators. actives 0.14% (n = 230,000). AID 1471, 2008;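 note: % of control where 0% means no effect; nearly all actives have a fitted effect of over 45% in size; toxic huntingtin expression switched on by the ecdysone agonist tebufenozide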
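Compounds added alongside 100 nM tebufenozide, which induces toxic Q103 huntingtin exon 1-GFP in stable PC12 cells; surviving cells quantified by luminescent ATP measurement. Medium: phenol red-free DMEM, 5% equine and 5% calf serum.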
Tau fibril ThT = qHTS for Inhibitors of Tau Fibril Formation, Thioflavin T Binding; Microtubule-associated protein tau (Homo sapiens), P10636; recombinant tau K18 P301L (four-repeat tau fragment), heparin-induced fibrillization, ThT fluorescence; Potency, µM (series often up to 57.4 µM), for inactives: at the top dose activity, negative = inhibition, hits mostly inhibitors; actives 2.1% (n = 270,000); AID 1460, 2008; note: % is set by controls: 0 for no effect and ±100 for the full control effect; nearly all actives have a fitted effect of over 55% in size
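In this qHTS, human K18 P301L tau is incubated with compound and heparin for 6 hr at 37 C, and Thioflavin T fluorescence then reports fibril load.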
TR SRC2 fluor cs = Total Fluorescence Counterscreen for Inhibitors of the Interaction of Thyroid Hormone Receptor and Steroid Receptor Coregulator 2. TRb/SRC2 Texas Red total fluorescence interference. Potency, µM (highest dose often 106 µM), for inactives: at the highest dose fluorescence change, negative = quenching. actives 0.29% (n = 280,000). AID 1479, 2009; active = well fitted curve in either direction with a large enough effect; inconclusive = small, poorly fitted or top-dose-only effect; note: % is set by controls: 0 for no effect and ±100 for the full control effect
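Human TRβ ligand-binding domain (0.6 uM) and Texas Red SRC2 peptide (20 nM) in Tris buffer with 1 uM T3 and 5% DMSO were incubated with pinned compound for 5 hr at ambient temperature. Total fluorescence was computed as S + 2P (555/632 nm).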
RECQ1 inh = qHTS Assay for Inhibitors of RecQ-Like Dna Helicase 1 (RECQ1) | RECQ1 DNA unwinding, red fluorescence kinetic read | Potency, µM (titrated, usually from 57.3 µM), inactives show at the top dose activity, negative = inhibition, usual class: inhibitors | actives 0.54% (n = 240,000) | AID 2549, 2010;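 note: plate controls were vehicle for no effect and no enzyme for full effect; nearly all actives have a fitted effect of over 30% in size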
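RECQ1T1 50 nM; forked duplex (20 bp + 30-nt ss tails) 200 nM, ATP 2 mM final; pH 8.0, 2 mM MgCl2, 2.5 ug/ml poly(dI-dC); 15 min compound preincubation; discontinuous kinetic read over 2 h at RT.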
Numbers without * were called inactive; i = inactive; u = inconclusive; x = no result given; [ ] = another dose, or the depositor's remark. Unless noted, calls come from the whole dose curve; as a rule, active = well fitted curve in the direction sought with a large enough effect; inconclusive = small, poorly fitted or top-dose-only effect, or another doubt; inactive = no such curve, though single readings can be large; an effect the other way counts as inactive or inconclusive. Potency is the fitted concentration of half-maximal effect.

SMILES | Tau fibril FP | Tau fluor cs | L3MBTL1 inh | TRb SRC2 PPI | HTT ATP protect | Tau fibril ThT | TR SRC2 fluor cs | RECQ1 inh
CC(C)(C)n1ncc2c(=O)n(CC(=O)N3CCN(c4ccccc4)CC3)cnc21 | 7% | -8% | 9% | -5% | -13% | u | -3% | i
CCCCn1c(SCC(=O)N2CCCC2)nnc1-c1ccccc1 | 4% | -1% | x | -6% | -7% | 3% | 0% | -2%
CCn1c(=O)n(CC)c2cc(N3CCCCC3)c(NC(=O)Nc3ccccc3C(F)(F)F)cc21 | -1% | -17% | x | 11% | x | u | 1% | x
CCn1c(C(=O)NCCCc2ccccc2)cc2sccc21 | 3% | -28% | 8% | 0% | x | u | -3% | -2%
CC(C)CCOc1ccc(NC(=O)C2OC3OC(C)(C)OC3C3OC(C)(C)OC23)cc1 (centres undefined) | 2% | -7% | -1% | -16% | 9% | -8% | 0% | -4%
N#Cc1c2c(c(NCc3cccnc3)n3c1nc1ccccc13)CCC2 | 12% | -5% | x | -1% | -7% | -9% | 3% | i
COc1ccccc1CCC(=O)OCC(=O)Nc1ccc(S(N)(=O)=O)cc1 | -1% | 4% | -13% | 10% | x | 8% | 0% | 8%
O=C(c1ccccc1)N1CCN(Cc2ccccc2C(F)(F)F)CC1 | -5% | -7% | x | -2% | -33%[inhibitor] | -9% | 0% | i
Cc1ccc(NNS(=O)(=O)c2ccc(C)cc2)cc1 | u | -16% | 5% | 0% | -34% | 20µM* | -1% | -5%
COc1ccc(C2C(C(=O)Nc3ccc(OC)c(OC)c3)c3ccccc3C(=O)N2C)cc1 (centres undefined) | 4% | -3% | 13% | -2% | -43%[inhibitor] | -1% | -3% | -13%
C/C(N)=C(/C#N)C(=O)COC(=O)CCSc1ccccc1Cl | -10% | -14% | x | -10% | 23% | -2% | -2% | 14%
Cc1ccc(-n2ncc3c(Nc4ccc(Oc5ccccc5)cc4)ncnc32)c(C)c1 | -11% | u | x | 2% | x | u | -5% | x
O=C(c1c(Cl)nc2sccn12)N1CCN(c2cccc(Cl)c2)CC1 | 2% | -13% | 1% | 1% | -90%[inhibitor] | -4% | 1% | -6%
Cc1ccc(SC(C)c2nc(-c3cccnc3)no2)cc1 (centres undefined) | 0% | -7% | 21% | -26% | -3% | 1% | 1% | -22%
COc1ccc(-c2nc3cc(C)ccn3c2NC(=O)c2ccc(F)cc2)cc1 | 7% | -27% | x | -4% | x | -15% | -1% | x
CC1C/C(=N\NC(=O)CCc2ccc(S(=O)(=O)N3CCOCC3)cc2)CC(C)(C)C1 (centres undefined) | 1% | -1% | 10% | -5% | 4%[10 µM] | -3% | 1% | -11%
Cc1ccc(CNC(C)c2ccccc2)cc1 (centres undefined) | -4% | 4% | 12% | -5% | x | 5% | -4% | -7%
COc1ccccc1NC(=O)c1ccc(CSc2ncccn2)cc1 | -16% | -24% | 7% | 0% | -6%[10 µM] | -18% | 0% | -2%
COc1ccc(OC)c(CCNC(=O)c2cnn(-c3ccc(C)cc3C)c2C2CCN(C(=O)OC(C)(C)C)CC2)c1 | -3% | -22% | x | 6% | x | u | -1% | x
Cc1ccc(-c2c(C(=O)O)c(C(=O)O)c3n2CCC3)cc1 | 7% | 2% | 9% | 8% | -39% | -8% | -1% | -4%

A portion from the list above, for reference:
SMILES | Tau fibril FP | Tau fluor cs | L3MBTL1 inh | TRb SRC2 PPI | HTT ATP protect | Tau fibril ThT | TR SRC2 fluor cs | RECQ1 inh
CC(C)(C)n1ncc2c(=O)n(CC(=O)N3CCN(c4ccccc4)CC3)cnc21 | 7% | -8% | 9% | -5% | -13% | u | -3% | i
CCCCn1c(SCC(=O)N2CCCC2)nnc1-c1ccccc1 | 4% | -1% | x | -6% | -7% | 3% | 0% | -2%

Exported tab-delimited: three of the compounds above
molecule	Tau fibril FP	Tau fluor cs	L3MBTL1 inh	TRb SRC2 PPI	HTT ATP protect	Tau fibril ThT	TR SRC2 fluor cs	RECQ1 inh
Cc1ccc(-n2ncc3c(Nc4ccc(Oc5ccccc5)cc4)ncnc32)c(C)c1	-11%	u	x	2%	x	u	-5%	x
O=C(c1c(Cl)nc2sccn12)N1CCN(c2cccc(Cl)c2)CC1	2%	-13%	1%	1%	-90%[inhibitor]	-4%	1%	-6%
Cc1ccc(SC(C)c2nc(-c3cccnc3)no2)cc1 (centres undefined)	0%	-7%	21%	-26%	-3%	1%	1%	-22%

Next part.
SMILES | Tau fibril FP | Tau fluor cs | L3MBTL1 inh | TRb SRC2 PPI | HTT ATP protect | Tau fibril ThT | TR SRC2 fluor cs | RECQ1 inh
O=C(CSc1nnc2ccccn12)Nc1ccc2c(c1)OCO2 | -2% | -12% | 5% | 0% | 3%[10 µM] | -8% | 0% | i
O=C(NCc1ccccc1Cl)c1ccc2c(c1)nnn2C1CCCC1 | 4% | -9% | x | 1% | x | 0% | -2% | x
COC(=O)C(NC(=O)C(NC(=O)c1ccccc1)C(C)C)C(C)C (centres undefined) | 4% | 5% | 4% | -5% | 5%[10 µM] | 3% | -1% | -16%
Cc1nc2sccn2c1-c1nc(-c2cc3ccccc3o2)cs1 | -4% | -16% | 9% | 5% | -18%[10 µM] | u | -1% | -4%
CC(C)(CO)CNC(=O)c1ccc(OC2CCN(C(=O)C3CC3)CC2)cc1 | -5% | -14% | 44%[activator] | -8% | 7%[10 µM] | -13% | -8% | i
COc1ccc(NC(=O)Nc2cc(C)ccc2OC(F)F)c(OC)c1 | 8% | u | -12% | -13% | 15%[10 µM] | -17% | -3% | -7%
N#CCc1nc(CSc2nc3ccccc3o2)cs1 | 6% | -12% | -4% | 8% | 6%[10 µM] | u | -2% | -13%
Nc1nc(-c2ccc(Br)s2)c(Br)s1 | -1% | 14µM*[quencher] | -1% | -4% | 9%[0.074 µM] | u | -2% | -26%
Cc1ccc(Nc2nc(N)nc(CN3CCN(C)CC3)n2)cc1 | 5% | -3% | x | -23% | -12% | -8% | -1% | i
CCCC(=O)NC(C)c1nc2ccccc2[nH]1 (centres undefined) | -2% | -3% | 4% | -17% | -12%[10 µM] | -4% | -1% | -1%
CCC(CC)NC(=O)COC(=O)CCC(=O)c1ccc(Cl)cc1 | -3% | -4% | 2% | 1% | 23% | -7% | -4% | i
Brc1ccc2ncnc(NCc3ccccc3)c2c1 | -2% | -10% | x | 0% | 22% | -7% | 1% | -5%
COc1ccc(CCNc2nncc(=O)[nH]2)cc1OC | -1% | -11% | x | -2% | 8% | -9% | -4% | -5%
COc1ccc(NC(=O)COC(=O)Cc2ccccc2[N+](=O)[O-])cc1OC | 2% | -9% | x | 4% | 1% | -10% | -4% | -7%
O=c1[nH]c(=O)c2cc([N+](=O)[O-])cc([N+](=O)[O-])c2[nH]1 | 0% | -4% | x | 2% | -34%[inhibitor] | -11% | -3% | -18%
O=C(CSc1nnnn1-c1ccccc1)NCc1ccco1 | 4% | 0% | -7% | 6% | 1%[10 µM] | -4% | 1% | -10%
Cc1oc(-c2ccccc2F)nc1CS(=O)(=O)CC(=O)NC1CCCC1 | 5% | 6% | 8% | -10% | 3% | -6% | -2% | 0%
Cc1cccn2c(=O)c3cc(C(=O)NCC(C)C)sc3nc12 | -20% | -11% | x | 0% | x | -4% | -37% | x
COc1ccc(-c2cn3c(n2)sc2cc(C(=O)Nc4cc(Cl)ccc4C)ccc23)cc1 | 0% | -9% | x | -3% | x | -11% | 2% | x
CCOC(=O)C(C)(C)n1nnc(-c2ccc([N+](=O)[O-])cc2)n1 | 2%[2.34 µM] | 6% | 5% | 1% | 7%[10 µM] | 7% | -6% | i

Shown as labelled records: entries from further up
> CC(C)(CO)CNC(=O)c1ccc(OC2CCN(C(=O)C3CC3)CC2)cc1
  Tau fibril FP: -5% | Tau fluor cs: -14% | L3MBTL1 inh: 44%[activator] | TRb SRC2 PPI: -8% | HTT ATP protect: 7%[10 µM] | Tau fibril ThT: -13% | TR SRC2 fluor cs: -8% | RECQ1 inh: i
> COc1ccc(NC(=O)Nc2cc(C)ccc2OC(F)F)c(OC)c1
  Tau fibril FP: 8% | Tau fluor cs: u | L3MBTL1 inh: -12% | TRb SRC2 PPI: -13% | HTT ATP protect: 15%[10 µM] | Tau fibril ThT: -17% | TR SRC2 fluor cs: -3% | RECQ1 inh: -7%

Later entries:
SMILES | Tau fibril FP | Tau fluor cs | L3MBTL1 inh | TRb SRC2 PPI | HTT ATP protect | Tau fibril ThT | TR SRC2 fluor cs | RECQ1 inh
CCOc1cc(NC(=S)Nc2cccc(OC)c2)c(OCC)cc1NC(=O)C1CC1 | 5% | -26% | -4% | -7% | -31% | u | -1% | -10%
CC(=O)c1c(C)[nH]c(C(=O)OCc2ccc(F)cc2Cl)c1C | 0% | -7% | -11% | 10% | -14%[10 µM] | -4% | -4% | -9%
COc1cc(-c2nnc(Cn3cc(C(F)(F)F)ccc3=O)o2)cc(OC)c1OC | 1% | -11% | x | -7% | -7%[10 µM] | -9% | 0% | i
O=C(CSCc1nc2ccccc2[nH]1)Nc1ccc2ccccc2c1 | u | u | 0% | -10% | 2% | 22µM* | -3% | i

Only TRb SRC2 PPI, for some of the entries so far:
SMILES | TRb SRC2 PPI
CCOc1cc(NC(=S)Nc2cccc(OC)c2)c(OCC)cc1NC(=O)C1CC1 | -7%
CC(=O)c1c(C)[nH]c(C(=O)OCc2ccc(F)cc2Cl)c1C | 10%
COc1cc(-c2nnc(Cn3cc(C(F)(F)F)ccc3=O)o2)cc(OC)c1OC | -7%

The list is partial, so the mix of outcomes need not match the whole.
